Ecoli viability: counter-screen for AddAB inhibitors: E. coli growth inhibition; E. coli V3065 growth, OD600 absorbance, 18 h; inhibition, % at 11.9 µM; 330,000 compounds, 0.27% hits;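 active = inhibition above the campaign's mean inhibition across all tested compounds plus 3 SD, cut at about 9.9% in these data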;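 also: uninfected addAB+ strain grown without phage in ampicillin broth; 0% = DMSO wells and 100% = ciprofloxacin 0.95 µg/ml wells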
Mot1-301 SUMO: inhibitors of SUMOylation pathway: yeast Mot1-301 growth rescue; S. cerevisiae Mot1-301 growth rescue, ATP luminescence, 38.5C; percent above DMSO median, 100 means doubled; growth rescue, % at 18.8 µM; 320,000 compounds, 1% hits;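 active = every valid replicate shows activation above 250% relative to neutral control wells; inactive = the rest, any valid replicate at or below 250%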;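 also: OY570 slx delta 5 strain wells were the positive control but not used for scaling; some compounds called inactive have numbers as strong as hits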
PKA-R1A activ: activates the PKA-R1A holoenzyme complex; AID 504707; 340,000 compounds, 0.083% hits; PKA-R1A dissociation, Cy5-IP20 fluorescence polarization; scaled: DMSO 0%, 113 µM cGMP 100%; P00514+P68181; activation, % at 11.4 µM;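 active = percent activation above the mean of all tested compounds plus 3 SD, cut at about 19% in these data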;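 also: higher means more PKAc released from R1A so a rise in polarization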
CDK5 p35 inh: blocks human CDK5/p35 kinase activity | Q00535+Q15078 | Recombinant CDK5/p35, ADP-Glo luminescence, 60 min | inhibition, % at 10 µM | 330,000 compounds, 0.01% hits | AID 488839;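 active = highest replicate inhibition of at least 50% and at least 75% of replicates reaching 50%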;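 also: plate controls were DMSO neutral control for no effect and GW8510 at 10 µM for full effect; many of its hits are not listed in these tables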
HTR5A ag: counter-screen for OPRM1-OPRD1 agonists: human HTR5A agonism; activation, % at 9.3 µM; AID 504692; 340,000 compounds, 0.61% hits; P47898; HTR5A agonist assay, luminescence, cell-based; in the data active = activation mostly above about 9.5%, no sharp cut-off; inactive = mostly below about 7.6%;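 also: 0% = cells with vehicle only and 100% = reference agonist; strong numbers were not always called active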
phage Ecoli inh: E. coli growth loss with phage present; growth absorbance; 360,000 compounds, 0.26% hits; inhibition, % at 11.9 µM; in the data active = inhibition above about 11%
Tat export inh: E. coli Tat transport inhibition; E. coli MC4100 TorA-mCherry Tat export, fluorescence; inhibition, % at 10 µM; 340,000 compounds, 0.036% hits;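 active = mean replicate inhibition at least 50% and at least half of replicates individually reaching 50%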;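 also: exported cargo escapes ClpAP degradation while cytoplasmic cargo is degraded and loses fluorescence; 0% = median of neutral control wells and 100% = median of NaSCN control wells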
HTR5A inv ctr: counter-screen for OPRM1-OPRD1 inverse agonists: human HTR5A inverse agonism. 340,000 compounds, 0.083% hits. P47898. HTR5A cell line, luminescence. inhibition, % at 9.3 µM; in the data active = inhibition mostly above about 23%, no sharp cut-off; inactive = mostly below about 18%;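 also: 0% = cells with DMSO and 100% = no-cell wells with DMSO; some compounds called inactive have numbers as strong as hits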
DAGLB inhibitor: diacylglycerol lipase beta (human) inhibition; inhibition, % at 5.17 µM; 340,000 compounds, 0.059% hits; AID 504411; HEK293T DAGLB membrane lysate, EnzChek fluorogenic substrate; Q8NCG7; in the data active = inhibition above about 34%;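 also: 0% = enzyme with vehicle and 100% = wells lacking enzyme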
Target sequence (Q8NCG7 whole entry, looked up): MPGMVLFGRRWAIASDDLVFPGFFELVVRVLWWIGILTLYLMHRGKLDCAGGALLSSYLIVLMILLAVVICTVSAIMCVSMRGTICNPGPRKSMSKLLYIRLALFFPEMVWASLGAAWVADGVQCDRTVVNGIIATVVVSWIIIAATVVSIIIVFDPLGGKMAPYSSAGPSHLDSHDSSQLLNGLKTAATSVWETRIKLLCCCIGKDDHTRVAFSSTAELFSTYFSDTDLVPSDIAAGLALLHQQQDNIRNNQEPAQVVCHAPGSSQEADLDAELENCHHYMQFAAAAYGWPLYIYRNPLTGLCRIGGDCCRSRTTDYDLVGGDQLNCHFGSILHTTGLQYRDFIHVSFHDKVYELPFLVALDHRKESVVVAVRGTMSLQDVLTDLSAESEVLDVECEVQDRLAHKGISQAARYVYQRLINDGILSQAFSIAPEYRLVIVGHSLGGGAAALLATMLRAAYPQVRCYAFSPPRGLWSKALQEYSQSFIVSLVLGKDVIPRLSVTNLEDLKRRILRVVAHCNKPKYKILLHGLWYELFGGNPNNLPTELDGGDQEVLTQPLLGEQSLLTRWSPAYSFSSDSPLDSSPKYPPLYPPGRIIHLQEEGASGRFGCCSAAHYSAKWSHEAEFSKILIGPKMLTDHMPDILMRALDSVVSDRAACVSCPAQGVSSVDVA
AddAB inh: less growth of phage-infected E. coli with AddAB; E. coli expressing H. pylori AddAB, absorbance growth; inhibition, % at 11.9 µM; 330,000 compounds, 0.29% hits; in the data active = inhibition above about 12%;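 also: 0% = vehicle wells of infected cells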
PKA-R2B activ: PKA-R2B complex activation | P22694+P31323 | PKA-R2B holoenzyme dissociation, Cy5-IP20 fluorescence polarization; R2B truncated from residue 108, S112A mutant; 0% DMSO only, 100% 113 µM cGMP | activation, % at 11.4 µM | 340,000 compounds, 0.079% hits;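 active = activation above a cutoff set at the mean over all compounds plus 3 SD, cut at about 18% in these data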;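 also: higher means more holoenzyme dissociation and a rise in polarization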
Target sequence (P31323 whole entry, looked up, other chains not shown, the tested form may be a part): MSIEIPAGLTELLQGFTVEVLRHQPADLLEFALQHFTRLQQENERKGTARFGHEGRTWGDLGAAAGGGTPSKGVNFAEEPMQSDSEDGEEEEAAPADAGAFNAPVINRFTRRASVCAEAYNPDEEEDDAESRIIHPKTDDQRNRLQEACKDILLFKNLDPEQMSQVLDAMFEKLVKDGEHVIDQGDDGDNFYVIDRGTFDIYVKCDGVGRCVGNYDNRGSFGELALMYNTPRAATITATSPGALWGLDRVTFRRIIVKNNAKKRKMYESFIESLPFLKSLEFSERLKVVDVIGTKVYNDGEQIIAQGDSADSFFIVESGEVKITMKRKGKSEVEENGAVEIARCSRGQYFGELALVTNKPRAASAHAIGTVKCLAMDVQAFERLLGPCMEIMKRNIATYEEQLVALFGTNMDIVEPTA
Numbers without * were called inactive; · = no result given.

SMILES | Ecoli viability | Mot1-301 SUMO | PKA-R1A activ | CDK5 p35 inh | HTR5A ag | phage Ecoli inh | Tat export inh | HTR5A inv ctr | DAGLB inhibitor | AddAB inh | PKA-R2B activ
O=C(O)c1cccc(Nc2nc(-c3cc4ccccc4oc3=O)cs2)c1 | · | -7 | 7 | 0.5 | 1 | -4.8 | -1 | 3 | 4 | · | -1
CC(=O)O[C@@H](C[C@@H](C)C1=C2C[C@H](O)C3[C@@]4(C)CCC(=O)C(C)(C)C4CC[C@]3(C)[C@@]2(C)CC1)[C@H]1OC1(C)C (stereo partly drawn) | · | · | -12 | -1.2 | 3 | 1.2 | 6 | -12 | -17 | · | 2
NC(=S)N=Nc1ccc(O)cc1 | · | · | 5 | 2.1 | 0 | 3.2 | -8 | 2 | 2 | · | 6
Cc1cc(C(=O)N2CCCC2)n[nH]1 | · | · | 4 | -1.0 | -2 | -0.4 | 3 | 3 | 0 | · | -3
COc1cc(OC)c(C(=O)NNC(=O)c2ccccc2-n2cccc2)cc1OC | 1.3 | 3 | -7 | -2.0 | -2 | 3.0 | -5 | -2 | -2 | 1.0 | 2
COc1ccc(NC(=O)CN(C)C(=O)c2ccc(COc3ccccc3)o2)cc1 | -0.6 | -15 | -5 | 1.0 | 8 | 0.2 | -3 | -14 | -2 | -0.3 | -12
Cc1ccc(S(=O)(=O)N2CCOCCOCCOCCOCCOCC2)cc1 | 0.3 | 5 | 8 | 2.4 | -1 | -1.5 | -4 | 5 | -1 | 0.5 | 0
OCCNc1nc(-c2ccccc2)c2cc(Br)ccc2n1 | -1.6 | -7 | 2 | -0.3 | -1 | 1.8 | -10 | 7 | 1 | 2.5 | -4
COc1ccc(NC(=S)NCc2cccs2)cc1 | 3.7 | 6 | 6 | 0.2 | 3 | 2.1 | 2 | -7 | -2 | 4.4 | -1
CC1CCCN(C(=O)CCCn2c(=S)[nH]c3ccccc3c2=O)C1 (stereo not drawn) | 0.4 | -15 | -4 | 0.0 | -2 | 3.6 | -5 | 9 | 1 | 4.9 | -8
COc1cc(C(=O)ON=C2C=C(C)C(=O)C(C)=C2)cc(OC)c1OC | -0.3 | 2 | 3 | -1.6 | 7 | 1.1 | -15 | -24 | -4 | 1.7 | 7
O=C(C[n+]1cc(Br)cc(Br)c1)c1cccc([N+](=O)[O-])c1 | -2.9 | -12 | -1 | -5.0 | 3 | 2.4 | 34 | 7 | 4 | 0.2 | -10
CCCn1c(=O)n(C)c(=O)c2c(SCC(=O)Nc3cc(C)on3)nc(C(C)(C)C)nc21 | -0.3 | 0 | -8 | -0.7 | 0 | 2.7 | 5 | -19 | -5 | 2.1 | -5
O=C1[C@H](Cc2ccccc2)NCC=CC[C@@H](c2ccc(Cl)cc2)N1Cc1ccccc1 | · | · | -10 | -1.3 | -7 | 2.0 | 6 | 17 | 9 | · | -2
Cc1cc(C)n(CC(=O)c2ccccc2)c(=O)c1C#N | 1.3 | 3 | 6 | -1.0 | 4 | 0.9 | -2 | 1 | 0 | 0.9 | 13
COc1ccccc1NC(=O)N(C1CCCC1)C1CCN(C(C)=O)CC1 | -0.3 | -15 | -20 | -1.9 | 2 | 0.7 | 1 | -4 | 1 | 1.4 | 2
CCOC(=O)N1CCC(NC(=O)CCCC(=O)O)CC1 | 0.1 | -3 | · | -1.0 | · | 2.8 | 3 | · | · | 0.3 | ·
Cc1noc(C)c1CN1C(=O)c2cccc([N+](=O)[O-])c2C1=O | 0.2 | 11 | 6 | 1.2 | 2 | -1.1 | -5 | 10 | 0 | 2.7 | 2
Cc1cccc2nc(-c3cccnc3)c(Nc3ccccc3)n12 | -2.4 | -2 | -8 | 0.2 | 6 | 0.3 | -1 | -16 | 3 | -0.7 | -7
CCCOc1ccc(C(F)(F)F)cc1NC(=O)c1cc(C)on1 | -2.3 | 4 | -6 | -0.3 | -1 | 3.5 | -1 | -11 | -6 | 1.1 | -8
Cc1oc(-c2ccccc2F)nc1CN1CCC(C(=O)NC2CC2)CC1 | 0.0 | -27 | -5 | -0.1 | 0 | -0.5 | -8 | -3 | 3 | -0.2 | -1
CCOC(=O)c1ccc(NC(=O)CSc2nnnn2CCCO)cc1 | -3.1 | 4 | -9 | -0.3 | 0 | 1.7 | 11 | 14 | 2 | 1.0 | -1
Cc1cccc(C(=O)Nc2cccc(C(=O)Nc3cc(C)ccn3)c2)c1 | -1.0 | 6 | -7 | 2.0 | 2 | · | -1 | 27 | 0 | 3.2 | 0
O=C(CSc1n[nH]c(-c2cccs2)n1)N1CCN(S(=O)(=O)c2ccc3ccccc3c2)CC1 | -0.7 | 0 | 1 | -2.5 | 9.8* | 2.9 | 12 | 11 | 0 | -1.3 | -4

Shown with each value named: part of the list above.
CCCOc1ccc(C(F)(F)F)cc1NC(=O)c1cc(C)on1
  Ecoli viability: -2.3 | Mot1-301 SUMO: 4 | PKA-R1A activ: -6 | CDK5 p35 inh: -0.3 | HTR5A ag: -1 | phage Ecoli inh: 3.5 | Tat export inh: -1 | HTR5A inv ctr: -11 | DAGLB inhibitor: -6 | AddAB inh: 1.1 | PKA-R2B activ: -8
CCOC(=O)c1ccc(NC(=O)CSc2nnnn2CCCO)cc1
  Ecoli viability: -3.1 | Mot1-301 SUMO: 4 | PKA-R1A activ: -9 | CDK5 p35 inh: -0.3 | HTR5A ag: 0 | phage Ecoli inh: 1.7 | Tat export inh: 11 | HTR5A inv ctr: 14 | DAGLB inhibitor: 2 | AddAB inh: 1.0 | PKA-R2B activ: -1
Cc1cccc2nc(-c3cccnc3)c(Nc3ccccc3)n12
  Ecoli viability: -2.4 | Mot1-301 SUMO: -2 | PKA-R1A activ: -8 | CDK5 p35 inh: 0.2 | HTR5A ag: 6 | phage Ecoli inh: 0.3 | Tat export inh: -1 | HTR5A inv ctr: -16 | DAGLB inhibitor: 3 | AddAB inh: -0.7 | PKA-R2B activ: -7
CCOC(=O)N1CCC(NC(=O)CCCC(=O)O)CC1
  Ecoli viability: 0.1 | Mot1-301 SUMO: -3 | PKA-R1A activ: · | CDK5 p35 inh: -1.0 | HTR5A ag: · | phage Ecoli inh: 2.8 | Tat export inh: 3 | HTR5A inv ctr: · | DAGLB inhibitor: · | AddAB inh: 0.3 | PKA-R2B activ: ·

(next part)
SMILES | Ecoli viability | Mot1-301 SUMO | PKA-R1A activ | CDK5 p35 inh | HTR5A ag | phage Ecoli inh | Tat export inh | HTR5A inv ctr | DAGLB inhibitor | AddAB inh | PKA-R2B activ
CCOc1ccccc1CN1CCNC(=O)C1CC(=O)N(C)Cc1nonc1C (stereo not drawn) | · | 0 | 2 | 1.0 | -7 | 0.9 | 0 | 9 | -3 | · | -2
O=C(c1cccc(Cl)c1)N1CCN(c2ccccn2)CC1 | 0.3 | -15 | -5 | -0.6 | 0 | 1.1 | 9 | -11 | 3 | 1.7 | -2
CCC(Sc1nc2c(cnn2-c2ccccc2)c(=O)[nH]1)C(=O)OC (stereo not drawn) | -0.3 | 290 | -10 | 0.8 | -2 | 2.2 | 15 | 3 | 2 | -2.1 | -6
O=C(COC(=O)c1ccccc1Nc1ccccc1)NCc1ccco1 | -0.3 | 6 | -6 | -0.1 | 0 | 3.3 | -3 | 7 | -1 | -0.2 | -4
Cc1cccc(C(=O)N2CCC(=O)N(C(COCc3cccc(Cl)c3)Cc3ccccc3)CC2)c1 (stereo not drawn) | -3.6 | -6 | -13 | -0.7 | 10 | 2.7 | 6 | -25 | -8 | 3.4 | 1
CCOC(=O)Cn1ccc(NC(=O)COc2ccc(F)cc2F)n1 | 0.1 | 7 | 1 | 0.5 | 2 | 0.6 | -6 | -4 | 0 | 3.4 | -11
O=C1N=C(N2CCCCC2)SC1=C1CCCCC1 | 2.0 | -3 | -5 | 0.7 | 1 | 1.0 | -1 | -11 | 1 | 2.9 | 3
C=CCn1c(SCC(=O)NCCOC)nc2scc(-c3ccco3)c2c1=O | -1.4 | -13 | 9 | -0.2 | 4 | -0.3 | -7 | -44 | 0 | -0.3 | 0
Cc1[nH]c2ccc(C(=O)N3CCCC3)cc2c1C | 0.9 | 33 | -4 | 0.9 | 2 | -2.4 | 2 | 10 | -2 | 4.7 | -9
CCc1ccccc1NS(=O)(=O)c1ccc2[nH]cc(C(=O)NCc3ccco3)c(=O)c2c1 | 2.4 | 43 | -8 | 0.8 | 6 | 1.3 | -12 | -21 | 0 | 5.3 | -3
NC(=O)C1CCN(C(=O)C2CC(=O)N(Cc3ccccc3)C2)CC1 (stereo not drawn) | 0.7 | 11 | -2 | -0.5 | -1 | 0.9 | -9 | -14 | 0 | 1.9 | 1
CCOc1ccccc1C(=O)Oc1cc(C)[nH]c(=O)c1[N+](=O)[O-] | 0.4 | -2 | -1 | -1.6 | -2 | 0.5 | -5 | 6 | -6 | -0.1 | 5
COc1ccc(C(=O)Nc2ccccc2N2CCOCC2)cc1Br | -0.4 | -7 | -3 | -0.5 | 7 | 3.1 | 2 | -2 | -4 | 0.2 | 6
O=C(CSc1nnc(-c2ccncc2)o1)NC1CCCCC1 | -1.7 | 6 | -3 | -0.9 | 2 | 3.6 | -2 | 1 | 2 | 0.8 | -6
CCOC(=O)c1c(NC(=O)COc2cccc3c2CCN(CC)C3=O)sc2c1CCC2 | 0.7 | -9 | -13 | 0.2 | 2 | -0.1 | -7 | -6 | 0 | 1.7 | -9
O=C(CN1CCN(S(=O)(=O)c2ccc(Br)cc2)CC1)Nc1ccc2c(c1)OCO2 | -1.3 | -10 | -10 | -0.7 | 5 | 0.9 | 7 | -14 | -1 | 4.5 | 2
O=C(Nc1cccc([N+](=O)[O-])c1)c1ccc2snnc2c1 | 0.2 | 0 | -14 | 0.2 | 3 | 0.9 | -6 | -1 | 2 | -2.4 | 5
CCC(C)Nc1nc(-c2cccc(OC)c2O)nc2ccccc12 (stereo not drawn) | -0.7 | 4 | 0 | -2.6 | 4 | 1.1 | 21 | -13 | -7 | 0.0 | -8
Cc1noc(C)c1NC(=O)N(C)C[C@@H]1Oc2ccc(NS(=O)(=O)c3c(C)noc3C)cc2C(=O)N([C@H](C)CO)C[C@H]1C | 0.6 | -4 | 1 | 0.2 | 8 | 4.9 | -12 | -10 | -4 | 2.9 | -1
Cc1ccc(-c2csc(/C(C#N)=C(\O)CN3CCN(C(=O)c4ccco4)CC3)n2)cc1 | -1.6 | 3 | 9 | -0.2 | 0 | 1.5 | -3 | -1 | 2 | -0.6 | 0
O=C(Nc1cccc(F)c1)c1ccc(S(=O)(=O)N2CCCCC2)cc1 | 1.8 | 4 | -6 | 0.7 | 9 | 3.4 | 0 | 12 | 0 | 1.5 | -3
CC(C)(C)n1ncc2c(=O)n(Cc3cc(F)c(Cl)cc3Cl)cnc21 | 0.1 | 12 | -3 | 0.6 | 0 | 3.4 | -3 | -3 | -2 | 5.2 | -4
Cc1nc2sc3c(c2c(=O)n1NC(=O)CCBr)CCCC3 | -2.9 | 7 | -8 | -1.6 | -3 | 4.6 | -2 | 18 | 2 | -2.6 | -2
Cc1ccsc1C(=O)NC1CCCCC1C (stereo not drawn) | -1.2 | -2 | -5 | 1.1 | 6 | 3.1 | -4 | -18 | -1 | 0.6 | 8
O=C(O)CCCn1cc(NC(=O)COc2ccccc2)cn1 | 0.2 | 5 | 4 | -0.5 | 1 | 0.1 | 6 | -10 | -2 | 2.8 | -8

Screens deposited in PubChem BioAssay by several laboratories.
